Compound activity deposited in PubChem BioAssay by National Center for Advancing Translational Sciences (NCATS).
TSG101-PTAP inh: blocks PTAP/TSG101 interaction to inhibit HIV-1 budding | Potency, µM (doses to about 115 µM), without a hit: at the highest dose activity change, negative = inhibition, hits mostly inhibitors | 340,000 tested, under 10 active | Q99816 | Fluorescence polarization, FITC-PTAP peptide / Tsg101 binding | AID 493005; active means well fitted inhibition curve with a large enough effect in the main read-out, with a control signal flat, not every such curve was filed as active; inconclusive means small, poorly fitted or top-dose-only effect, or effect the other way, or a change in a side signal; inactive means no such curve, though single readings can be large or run the other way; further: potency means the concentration at half of the fitted maximal effect; % of control where 0% means no effect
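Steps: Tsg101 binding domain dispensed (10 uM final), compounds pinned in DMSO, FITC-labeled PTAP-motif peptide added (50 nM final); after 20 min binding at room temperature, polarization measured.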
Coupling enz: counter-screen for Giardia aldolase inhibitors: coupling enzyme system; coupling enzyme system counterscreen, AmpLite Red fluorescence; activity change, negative = inhibition, % at 58.2 µM, hits read low; hit rate 0.67% among 290,000; AID 2472; in the data active means activity change below about -30%; further: on the % scale 0 is the no-effect control and ±100 the full control effect
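Counterscreen lacking aldolase: glyceraldehyde-3-phosphate coupling-enzyme reagent preincubated 10 min at RT with compound (at 57.5 uM final), then substrate/coupling system with AmpLite Red added; fluorescence read at 525/598 nm after 20 min RT.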
B2AR arrestin: beta2AR (human) beta-arrestin recruitment activity. hit rate 0.02% among 330,000. beta-arrestin recruitment to beta2AR, cell-based reporter. P07550. Potency, µM (top dose mostly 46.1 µM), without a hit: at the top dose activation, hits mostly activators;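 further: potency means the concentration at half of the fitted maximal effect; 0% = DMSO controls and full agonism = EC100 isoproterenol or metaproterenol; nearly all actives have a fitted effect of over 65% in size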
Target sequence (P07550 whole entry, looked up): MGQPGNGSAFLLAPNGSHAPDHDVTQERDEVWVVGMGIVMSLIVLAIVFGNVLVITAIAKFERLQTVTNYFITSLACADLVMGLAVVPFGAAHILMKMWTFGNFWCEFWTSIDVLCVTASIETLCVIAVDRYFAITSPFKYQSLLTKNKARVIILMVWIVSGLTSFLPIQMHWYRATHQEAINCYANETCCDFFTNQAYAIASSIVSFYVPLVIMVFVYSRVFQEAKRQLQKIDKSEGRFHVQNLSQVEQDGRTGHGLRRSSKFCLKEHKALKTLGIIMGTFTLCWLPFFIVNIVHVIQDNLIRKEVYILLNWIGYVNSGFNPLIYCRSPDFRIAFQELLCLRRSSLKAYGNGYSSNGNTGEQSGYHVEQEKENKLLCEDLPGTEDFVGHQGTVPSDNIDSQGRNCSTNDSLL
BCR signal inh: chronic active BCR signaling inhibition | ABC-DLBCL IkBa-CBG/CBR reporter, luminescence ratio, 4 h | hit rate 0.05% among 340,000 | Potency, µM (doses to about 46.1 µM), for inactives: top-dose ratio change, negative = lower green/red ratio, usual class: inhibitors | AID 493014; active means well fitted inhibition curve with a large enough effect in the signal ratio, with a control signal flat, not every such curve was filed as active; inconclusive means small, poorly fitted or top-dose-only effect, or effect the other way, or a change in a side signal; the % refers to the signal ratio;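 further: potency means the concentration at half of the fitted maximal effect; plate controls were basal doxycycline-induced cells for no effect and cells given 10 µM MG132 for full effect; MG132 reads +100%, hits lower the ratio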
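Compounds up to 46 uM were incubated four hours with TMD8 cells whose green CBG68 luciferase is fused to IkappaBalpha; red CBR luminescence normalised the signal, and concentration-effect curves were fitted to fusion, red and ratio data.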
Menin-MLL TR inh: inhibitors of human menin-MLL interaction, mutant MLL peptide | hit rate 0.23% among 270,000 | Potency, µM (top dose mostly 61.6 µM), for the others: top-dose FP activity change, negative = inhibition, actives largely listed as inhibitors | Menin + Texas Red MLL mutant peptide, fluorescence polarization | AID 1768; active means well fitted inhibition curve with a large enough effect in the polarisation, with a control signal flat, not every such curve was filed as active; inconclusive means small, poorly fitted or top-dose-only effect, or effect the other way, or a change in a side signal; inactive means no such curve, though single readings can be large or run the other way; the % refers to the polarisation; further: potency means the concentration at half of the fitted maximal effect; % of control where 0% means no effect; many of its hits are not listed in these tables
a7 integrin act: integrin-mediated muscular dystrophy alleviation activation; hit rate 0.064% among 350,000; alpha7betagal myoblasts, beta-gal FDG fluorescence, 48 h; AID 624291; Potency, µM (top dose mostly 38.3 µM), for inactives: top-dose activation, hits mostly activators;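 further: potency means the concentration at half of the fitted maximal effect; 100% = response of the positive control SU9516; nearly all actives have a fitted effect of over 60% in size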
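Alpha7betagal+/- myoblasts (passage 13) were plated 16-24 hr, then exposed to compounds (1:260 dilution of DMSO stock) for 48 hours at 37C. After MPER lysis, β-galactosidase reporter activity was read as FDG fluorescence (ex 480/em 540) after 30 minutes.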
Giardia killer: Giardia lamblia killing; Giardia lamblia trophozoite viability; activity change, % at 7.66 µM, hits read low; hit rate 0.15% among 340,000; in the data active means activity change below about -80%; inconclusive means between about -30% and that limit;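 further: parasites exposed to compound for two days anaerobically before the ATP read; on the % scale 0 is the no-effect control and ±100 the full control effect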
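Anaerobic 48 hrs incubation at 37 deg C of 100 trophozoites/well with test compounds; ATPLite 1-Step luminescence, 15-30 min RT, reports cellular ATP as viability.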
Tb PFK inh: inhibitors of T. brucei phosphofructokinase; O15648; T. brucei PFK, ADP-Glo luminescence; Potency, µM (highest dose often 57.5 µM), for inactives: at the top dose activity, negative = inhibition, actives largely listed as inhibitors; hit rate 0.17% among 330,000; AID 485367;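 further: potency means the concentration at half of the fitted maximal effect; 0% = uninhibited 1x PFK enzyme wells and -100% = no-enzyme wells; nearly all actives have a fitted effect of over 60% in size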
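PFK 1.25 nM, F6P 0.5 mM, ATP 0.1 mM, 0.1 M TEA pH 8.0, 5 mM MgCl2, 0.01% Tween20, 0.1% BSA; 45 min RT. ADP-Glo readout. qHTS titration up to 57 uM; curves fitted, compounds curve-classed.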
S-ASM inh: human S-ASM enzyme inhibition. Potency, µM (top dose mostly 57.5 µM), without a hit: at the top dose activity change, negative = inhibition, actives largely listed as inhibitors. placental ASM, HMU-PC fluorogenic substrate, 60 min. P17405. hit rate 0.006% among 340,000; further: potency means the concentration at half of the fitted maximal effect
Target sequence (P17405 47-631 limits assumed): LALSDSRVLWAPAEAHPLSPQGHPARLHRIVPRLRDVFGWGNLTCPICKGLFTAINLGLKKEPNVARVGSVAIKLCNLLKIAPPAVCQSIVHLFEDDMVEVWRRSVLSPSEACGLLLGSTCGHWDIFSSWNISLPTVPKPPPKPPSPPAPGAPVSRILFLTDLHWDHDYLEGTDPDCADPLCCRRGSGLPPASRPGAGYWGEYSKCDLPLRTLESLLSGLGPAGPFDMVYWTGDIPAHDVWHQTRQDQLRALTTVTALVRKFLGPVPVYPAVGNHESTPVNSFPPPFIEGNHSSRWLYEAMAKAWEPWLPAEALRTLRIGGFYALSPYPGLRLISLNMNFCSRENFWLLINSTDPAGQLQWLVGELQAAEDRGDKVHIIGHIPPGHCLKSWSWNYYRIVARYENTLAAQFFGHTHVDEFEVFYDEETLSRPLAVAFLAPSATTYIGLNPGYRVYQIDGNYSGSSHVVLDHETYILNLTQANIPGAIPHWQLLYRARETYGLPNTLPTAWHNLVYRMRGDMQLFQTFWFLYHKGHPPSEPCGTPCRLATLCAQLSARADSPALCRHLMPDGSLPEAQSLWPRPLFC
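HMU-PC0 cleavage (9 uM final) by human placental ASM, 60 min at 37 °C following 10 min compound exposure at RT; stopped at pH 10, fluorescence Ex 386/Em 447 nm.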
PKM2 act: PKM2 (human) enzyme activation; purified PKM2, Kinase-Glo ATP luminescence, activation; response scale: 0% is enzyme alone, no compound; Potency, µM (top dose mostly 57.5 µM), for the others: top-dose activation, actives largely listed as activators; P14618; AID 1631; hit rate 0.34% among 260,000; further: potency means the concentration at half of the fitted maximal effect; on the % scale 0 is the no-effect control and ±100 the full control effect; nearly all actives have a fitted effect of over 55% in size
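ATP formation by purified human PK-M2, quantified via coupled luciferase luminescence after 1 h at room temperature with 0.1 mM ADP and 0.5 mM PEP final.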
GALK inhibitor: inhibitors of human galactokinase; Potency, µM (highest dose often 57.5 µM), for inactives: top-dose activity change, negative = inhibition, most hits filed as inhibitors; hit rate 0.007% among 270,000; AID 1868; P51570; Purified GALK, Kinase-Glo residual ATP luminescence; further: potency means the concentration at half of the fitted maximal effect; on the % scale 0 is the no-effect control and ±100 the full control effect
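The enzyme phosphorylates galactose (100 uM) using ATP (35 uM); inhibition is detected as higher residual ATP, quantified by bioluminescence after 1 h reaction at room temperature, pH 8.0.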
An asterisk follows results filed as active; ? = inconclusive; nt = no result given; & = joins results of further samples; [ ] = dose if it differs, or a comment. Unless noted, the call rests on the fitted dose curve; in most records, active means well fitted curve in the direction sought with a large enough effect; inconclusive means small, poorly fitted or top-dose-only effect, or another doubt; inactive means no such curve, though single readings can be large; an effect the other way counts as inactive or inconclusive.

SMILES | TSG101-PTAP inh | Coupling enz | B2AR arrestin | BCR signal inh | Menin-MLL TR inh | a7 integrin act | Giardia killer | Tb PFK inh | S-ASM inh | PKM2 act | GALK inhibitor
COc1ccccc1Oc1ccc(S(=O)(=O)N2CCOCC2)cc1S(=O)(=O)N1CCOCC1 | -3% | -1 | 0.0% | ? | -8% | 2% | 0 | -5% | 6% | 4% | -1%
CC(=O)c1ccc(N2CCN(S(=O)(=O)c3ccc4c5c3CC(=O)N5CC(C)S4)CC2)cc1 (centres undefined) | -1% | -27 | 0.4% | ? | -15% | -48%[inhibitor] | 22 | 2% | 0% | 4% | -3%
CCCNC(=O)c1nnsc1S(=O)c1ccc(Cl)cc1 (centres undefined) | -1% | 0 | 0.0% | ? | -6% | -75%[inhibitor] | -1 | -26% | -3% | nt | 11%
CCCC1NC(=S)N(C2CCCCC2)C1=O (centres undefined) | -8% | -1 | 0.1% | 3% | 20% | -9% | 5 | 1% | 4% | -9% | 0%
CN(C1(C)CCS(=O)(=O)C1)S(=O)(=O)c1cccc([N+](=O)[O-])c1 (centres undefined) | -5% | nt | -0.4% | 1% | nt | 7% | -15 | 2% | -1% | nt | nt
COC(=O)/C(=C/c1c[nH]c2ccccc12)NC(C)=O | 2% | 0 | -2.4% | 4% | 0% | 5% | -16 | -2% | 0% | 8% | 2%
Cc1ccc(S(=O)(=O)N2CCCC2C(=O)OCc2ccccc2)cc1 (centres undefined) | -1% | 2 | -3.8% | 2% | -6% | -3% | -2 | 0% | 2% | 2% | 3%
Cc1ccc(O)c(NC(=S)NC(=O)C(C)C)c1 | -3% | 0 | -0.5% | 0% | nt | -6% | -5 | 2% | 2% | -2% | -1%
COc1ccc(NS(=O)(=O)c2ccc(NC(=O)C3CCCO3)cc2)cc1 (centres undefined) | -4% | -2 | -0.1% | 1% | 18% | -14% | -14 | 0% | 4% | -1% | -4%
N#Cc1c(N)n(CCOC(=O)c2cccc(Br)c2)c2nc3ccccc3nc12 | -1% | -3 | nt | nt | 11% | 21% | 21 | nt | nt | 3% | 3%
COc1ccc(C(=O)Nc2cc(=O)n(C)c(=O)n2C)cc1OC | -2% | -3 | -0.8% | -2% | 1% | 20% | ? | 2% | 4% | -17% | -1%
CCCN(CCC)CCCNC(=O)c1cn(CC)c2ccc(S(=O)(=O)N3CCOCC3)cc2c1=O | -3% | 1 | -0.1% | ? | 6% | ? | -11 | 0% | -1% | nt | 2%
Cc1cccc(-n2cc(CN3CCN(c4ccccn4)CC3)c(-c3cccc(F)c3)n2)c1 | 0% | 0 | -0.9% | 2% | -17% | 0% | 5 | 0% | -5% | 0% | 5%
O=C(O)C1C2CCC(O2)C1C(=O)Nc1cnn(Cc2ccccc2)c1 (centres undefined) | -4% | 3 | -0.1% | ? | -1% | 10%[7.66 µM] | 11 | -1% | 1% | 1% | -2%
O=C1N/C(=C/c2cccn2-c2ccccc2)C(=O)N1Cc1ccc(F)cc1 | 1% | 1 | -0.5% | -1% | 0% | -13% | -1 | 4% | 17% | ? | nt
CN1C(=O)/C(=C\c2cc(Br)cs2)c2ccccc21 | -4% | -12 | 0.1% | 3% | 11% | -28% | 0 | -1% | -16% | -24% | -4%
CC1CC1c1ccc(/C=C(\C#N)C(=O)Nc2cc(Cl)ccc2Cl)o1 (centres undefined) | -1% | -1 | -0.8% | 5% | -1% | 19% | 14 | 0% | 44% | 0% | 1%
Cc1cccc(OCC(=O)NCC(=O)N/N=C/c2ccc(O)cc2O)c1 | 1% | 1 | -0.5% | ? | nt | ? | -3 | 1% | 53%[activator] | 5% | -1%
CC1(C)OC(c2ccccc2)=C/C(=C\C=N\NC(=O)c2ccncc2)O1 | -1% | -1 | 0.2% | 12% | nt | -43% | -5 | -4% | -14% | -10% | -2%
Cc1ccc(NC(=O)c2ccccc2-c2ccc(C(F)(F)F)cc2)cc1S(=O)(=O)N1CCOCC1 | -2% | 2 | -0.7% | ? | 15% | 1% | 13 | 0% | -1% | -3% | 1%
CCC(=O)Nc1ccc(C(=O)Nc2ccc(OC)cc2[N+](=O)[O-])cc1 | 2% | 4 | -0.7% | 1% | 11% | -11% | -16 | 0% | 1% | -17% | 2%
CCOc1ccc(C(=O)O)cn1 | 0% | 0 | -0.2% | 2% | -4% | -23% | 17 | -3% | -2% | 1% | 2%
COc1ccc(NC(=O)c2ccc(C)o2)c([N+](=O)[O-])c1 | -2% | 0 | -0.3% | 1% | -3% | 12% | 0 | -2% | 4% | -9% | 1%
O=C(c1ccc2c3n(nc2c1)-c1ccc(Cl)cc1CO3)N1CCCCC1 | nt | -3 | 3.4% | ? | nt | -2% | 12 | 2% | -3% | -32% | 1%
COc1cccc(NC(=O)CCNC(=O)N2CC(=O)Nc3ccccc32)c1 | -3% | nt | 0.1% | 0% | nt | ? | -8 | -5% | 0% | nt | 0%
CC(C)c1ccc(NC(=O)NC2(C(=O)NCc3cccnc3)CCCCC2)cc1 | -11% | -1 | -1.2% | 0% | -13% | -10% | 0 | -1% | 0% | 1% | 13%
Cc1nc2ccn(Cc3ccccc3)c(=O)c2cc1C(=O)N1CCN(c2ccccc2)CC1 | -9% | 5 | 0.2% | -18% | ? | 37% | -15 | -6% | -1% | -1%[0.46 µM] | 5%
O=C(Cn1nnc(-c2ccccc2NC(=O)c2ccco2)n1)Nc1ccccc1 | 0% | 0 | -0.2% | ? | ? | -17% | -1 | 3% | -1% | 1% | -5%
CCOC(=O)c1c(S(=O)(=O)NCC(=O)Nc2cc(C)ccc2C)c(C)n(C)c1C | -6% | 2 | 0.1% | 0%&-4% | -2% | -6% | -24 | 1% | 0% | nt | 0%
COc1cccc(C(C(=O)NC(C)(C)C)N(Cc2ccco2)C(=O)CCC(=O)Nc2cc(C)on2)c1OC (centres undefined) | -2% | 0 | 0.1% | 0% | -20% | -22% | 2 | 2% | 4% | 1% | -1%
CS(=O)(=O)N(CC(=O)Nc1ccccc1-c1ccccc1)c1ccc(F)cc1 | 1% | -1 | 0.3% | 4% | 7% | 11% | -10 | 0% | -2% | 2% | 2%
O=C1c2ccccc2CN1CCSC(=S)N1CCSCC1 | nt | 0 | 0.0% | 7% | -24% | nt | nt | 1% | nt | 3% | -1%
Cc1cc(NC(=O)c2nn(C)c(C)c2[N+](=O)[O-])no1 | -6% | 3 | 0.1% | -2% | 5% | 9% | -21 | 3% | 5% | 1% | -3%
COC(=O)c1ccc(C2=NOC(C)(c3nnc(Cc4ccccc4)o3)C2)cc1 (centres undefined) | 2% | nt | 2.3% | -7% | nt | 2% | -7 | -1% | -1% | nt | nt
COc1ccc(C(=O)N2CCC(C(=O)Nc3ccc(C)cc3)CC2)cc1 | -3% | -4 | -0.1% | 4% | -1% | -11% | 6 | -2% | 8% | -5% | 0%
CC(C)Oc1ccc(CNCC2(O)CCOC(C)(C)C2)cc1 (centres undefined) | -3% | 1 | -0.4% | 0% | -2% | 12% | 0 | 1% | 1% | 0% | 0%
CC(=O)Nc1ccc(CNc2ncnc3ccc(-c4c(C)noc4C)cc23)cc1 | nt | 2 | 0.3% | ? | -17% | nt | -6 | -5% | 2% | nt | nt
COc1ccc(-c2csc3ncnc(Cl)c23)cc1 | -2% | 0 | -0.6% | ? | -15% | -60%[inhibitor] | 5 | -5% | -2% | -24% | -1%
NS(=O)(=O)c1ccc(NC(=O)COC(=O)c2cc3ccccc3cc2O)cc1 | -5% | -1 | 0.0% | 3% | nt | 8% | 32[activator] | 1% | 2% | -2% | 4%
COc1cc(OC)c(C(=O)OC(C)C(=O)NCc2ccc3c(c2)OCO3)cc1OC (centres undefined) | -2% | nt | -0.2% | -9% | nt | 0% | -2 | 0% | 3% | nt | nt
CCOCCn1c(SCc2cccc(C)c2)nc2c1c(=O)[nH]c(=O)n2C | -4% | -2 | -0.1% | ? | -10% | 4% | 6 | 1% | 1% | -13% | 0%
CCc1ccccc1NC1c2ccccc2C(=O)N1Cc1ccco1 (centres undefined) | -1% | 1 | 0.4% | -13% | -18% | 0% | -1 | 0% | -2% | 3% | 0%
CCOC(=O)c1c(NC(=O)c2c(C)noc2C)sc2c1CCCCC2 | -1% | nt | 0.0% | 5% | 9% | 13% | 9 | -3% | -1% | -3% | 0%

Some of the compounds tested (hit frequency here may not be typical).
